# Bioassay records: PubChem BioAssay, several laboratories
# ARFGAP1 inh = inhibitors of rat ARFGAP1 GAP activity, primary screen, biochemical, fluorescence polarization, GDP tracer | Arfgap1-stimulated ARF1 GTP hydrolysis, GDP FP detection | 360,000 tested, 0.26% active | ADP-ribosylation factor GTPase-activating protein 1 (Rattus norvegicus), Q62848 | AID 651572, 2012 | inhibition, % at 16.5 µM;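 active = inhibition above a per-plate limit, mean inhibition of low control wells plus 3 SD, cut at about 25% in these data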;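 also: 0% = DMSO wells with enzyme and 100% = wells lacking Arfgap1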
# Target sequence (Q62848 1-136 limits assumed): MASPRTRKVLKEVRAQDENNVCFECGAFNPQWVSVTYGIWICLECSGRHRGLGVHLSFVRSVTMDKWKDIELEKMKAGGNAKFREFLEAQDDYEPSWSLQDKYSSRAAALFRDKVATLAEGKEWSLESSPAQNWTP
#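 Material: truncated rat Arfgap1 GAP domain; Incubation: compound-enzyme preincubation 20 min, reaction 120 min, detection 60 min, 25 °C; Read-out: percent inhibition of Arfgap1-stimulated GTP hydrolysis; Technique: FP, GDP Alexa 633 tracer displaced from anti-GDP antibody, 620/688 nm; Controls: No-Arfgap1 wells (100%) versus DMSO full-reaction wells (0%); Replication: single well per compound.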
# PLC-gamma1 inh = PLC-gamma1 enzyme inhibitors, primary screen, biochemical, fluorescence, purified enzyme; 1-phosphatidylinositol 4,5-bisphosphate phosphodiesterase gamma-1 (Homo sapiens), P19174; fluorogenic substrate; inhibition, % at 12.2 µM; 370,000 tested, 0.84% active; AID 720700, 2013; in the data active = inhibition above about 9.5%
# UHRF1 MBD2 ctr = UHRF1 methylated DNA binding inhibitors, primary screen, counter-screen for MBD2 inhibitor project, biochemical, TR-FRET, human UHRF1, single concentration; UHRF1 binding to methylated oligo; inhibition, % at 4.4 µM; 370,000 tested, 0.75% active; in the data active = inhibition above about 21%;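 also: UHRF1 SRA domain binding a hemimethylated CpG hairpin DNA probe; 0% = median of test compound wells and 100% = reference inhibitor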
# HGIII-sPLA2 inh = human group III sPLA2 inhibitors, primary screen, biochemical, QFRET, BODIPY PC-A2 liposome substrate; Group 3 secretory phospholipase A2 (Homo sapiens), Q9NZ20; QFRET BODIPY PC-A2 liposome hydrolysis, fluorescence; inhibition, % at 12.2 µM; 370,000 tested, 0.56% active; AID 743126, 2013;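 active = inhibition above mean plus 3 SD of compounds lying within the high and low control bounds, cut at about 19% in these data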;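 also: 0% = median of test compound wells and 100% = no enzyme DMSO wells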
# ASAP1 inh = inhibitors of human ASAP1 ArfGAP activity, primary screen, biochemical, fluorescence polarization; inhibition, % at 16.5 µM; Arf-GAP with SH3 domain, ANK repeat and PH domain-containing protein 1 (Homo sapiens), …; 360,000 tested, 0.19% active; ASAP1-stimulated ARF1 GTP hydrolysis, GDP FP detection; in the data active = inhibition above about 25%;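 also: 0% = vehicle with enzyme and substrate and 100% = no enzyme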
# DDE Tn6 FP inh = inhibitors of Tn6 peptide binding to fibrin DD(E), primary screen, biochemical, fluorescence polarization, human fibrin, Tn6 probe | Fibrinogen beta chain (Homo sapiens), P02675 | Fibrin DD(E) TRITC-Tn6 fluorescence polarization displacement | inhibition, % at 8.3 µM | 370,000 tested, 0.21% active;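 active = inhibition above a per-campaign cutoff: mean of compounds within control limits plus 3 SD, cut at about 15% in these data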;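 also: 0% = median of all compound wells on the plate and 100% = blocking peptide control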
# PLCb3 inh = human PLC-beta3 inhibitors, primary screen, biochemical, fluorescence. 1-phosphatidylinositol 4,5-bisphosphate phosphodiesterase beta-3 (Homo sapiens), Q01970. Purified PLC-beta3, fluorogenic substrate. inhibition, % at 12.2 µM. 370,000 tested, 0.18% active. AID 720704, 2013; in the data active = inhibition above about 11%;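 also: 0% = median of compound wells on plate and 100% = full blocker control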
# DDE Tn7 FP inh = inhibitors of Tn7 peptide binding to fibrin DD(E), primary screen, biochemical, fluorescence polarization, human fibrin, Tn7 probe; 370,000 tested, 0.13% active; FP displacement of FITC-Tn7 peptide from fibrin DD(E); 0% = median of compound wells per plate; Fibrinogen beta chain (Homo sapiens), P02675; inhibition, % at 8.3 µM;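 active = inhibition above the mean of compounds falling within the control limits plus 3 SD of them, cut at about 14% in these data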;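 also: 0% = plate median of compound wells and 100% = 10 µM Aha-Tn7 peptide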
#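 System: human fibrin DD(E); quantity: Fibrin-DD(E) at 2 µM final; also added: fluorescent Tn7 probe at 0.1 µM; compound dosing: single nominal test concentration of 8.3 µM per compound; schedule: 10 min preincubation, 3 h with tracer, room temperature; detection: fluorescence polarization of the labelled Tn7 tracer; repeats: one replicate per compound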
# proKLK7 act = proKLK7 zymogen activators, primary screen, biochemical, fluorescence intensity; Kallikrein-7 (Homo sapiens), P49862; purified proKLK7, EDANS-DABCYL substrate fluorescence; 100% is mature enzyme control, 0% vehicle; activation, % at 7 µM; 370,000 tested, 0.9% active; AID 652039, 2013;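 active = activation above the mean of all tested compounds plus 3 SD, computed per campaign excluding outliers beyond control limits, cut at about 13% in these data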
# Target sequence (P49862 whole entry, looked up): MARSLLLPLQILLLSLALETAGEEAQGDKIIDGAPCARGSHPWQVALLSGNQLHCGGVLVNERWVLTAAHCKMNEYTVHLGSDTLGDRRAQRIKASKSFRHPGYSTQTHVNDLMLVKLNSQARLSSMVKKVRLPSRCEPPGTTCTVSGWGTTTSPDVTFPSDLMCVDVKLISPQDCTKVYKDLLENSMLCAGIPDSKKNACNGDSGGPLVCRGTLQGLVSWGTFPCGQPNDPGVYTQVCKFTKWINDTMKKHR
# NR1D1 modulator = modulators of Rev-erb alpha DNA binding, primary screen, biochemical, FITC-DNA, fluorescence polarization, uHTS; 370,000 tested, 0.79% active; Rev-erbα–FITC-DNA binding, 90 min; activity, % at 10 µM; Nuclear receptor subfamily 1 group D member 1 (Homo sapiens), P20393;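 active = activity above about 14%, limit read from the data; passing the limit was not always enough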;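 also: 0% = DMSO wells with 35 nM protein and 100% = DMSO wells with 750 nM protein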
# Target sequence (P20393 whole entry, looked up): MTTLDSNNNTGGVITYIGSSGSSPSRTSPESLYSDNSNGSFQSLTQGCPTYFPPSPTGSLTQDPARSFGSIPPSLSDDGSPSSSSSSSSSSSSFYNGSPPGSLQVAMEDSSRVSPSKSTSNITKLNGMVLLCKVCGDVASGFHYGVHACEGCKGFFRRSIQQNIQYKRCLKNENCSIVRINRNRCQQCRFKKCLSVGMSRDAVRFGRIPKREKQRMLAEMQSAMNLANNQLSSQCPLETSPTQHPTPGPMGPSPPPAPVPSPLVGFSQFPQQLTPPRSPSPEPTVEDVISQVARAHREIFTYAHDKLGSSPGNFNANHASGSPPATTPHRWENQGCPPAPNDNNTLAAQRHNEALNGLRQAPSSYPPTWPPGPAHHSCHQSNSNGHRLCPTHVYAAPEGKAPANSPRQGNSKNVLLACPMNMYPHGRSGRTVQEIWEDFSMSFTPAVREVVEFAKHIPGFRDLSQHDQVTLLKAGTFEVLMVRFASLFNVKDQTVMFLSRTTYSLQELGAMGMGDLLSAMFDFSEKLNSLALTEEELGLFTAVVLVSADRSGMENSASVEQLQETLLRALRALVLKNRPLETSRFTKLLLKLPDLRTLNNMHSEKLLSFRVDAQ
# The depositor's hits bear a star; · = no result given. Outcome played no part in choosing rows. About 4.5% of those tested had a hit in this group.
# Value order: ARFGAP1 inh	PLC-gamma1 inh	UHRF1 MBD2 ctr	HGIII-sPLA2 inh	ASAP1 inh	DDE Tn6 FP inh	PLCb3 inh	DDE Tn7 FP inh	proKLK7 act	NR1D1 modulator
- Cc1ccc(S(=O)(=O)N2CCC(=O)N(C(COCc3cccc(C)c3)Cc3ccccc3)CC2)cc1 (stereo unspecified)
→ 1	1	0	-22	-5	-7	0	0	-0.4	7
- CCCC(C)NNC(=O)c1cc2ccccc2[nH]1 (stereo unspecified)
→ 1	-5	2	8	-11	-3	-6	3	0.6	2
- COc1ccc(N2CCC(CNC(=O)Nc3ccc(Cl)cc3)C2)cc1 (stereo unspecified)
→ 5	0	-1	10	-4	-1	-9	0	-0.2	8
- NS(=O)(=O)c1ccc(CNC(=O)c2ccc(Br)o2)cc1
→ 1	-1	-1	4	-7	7	2	11	-0.3	0
- COc1ccccc1N1CCN(C(=O)c2sc3ncn(CC(=O)N4CCC(C)CC4)c(=O)c3c2C)CC1
→ 2	2	-5	-6	1	0	-1	3	0.3	-2
- CN(C)S(=O)(=O)c1ccc2c(c1)C(=NNC(N)=O)c1cc(S(=O)(=O)N(C)C)ccc1-2
→ -9	3	-1	-3	12	6	0	-5	0.7	1
- O=C(CSc1ccc2ccccc2c1)Nc1ccc(S(=O)(=O)Nc2nccs2)cc1
→ -3	-4	1	-106	4	2	-1	0	0.3	-1
- C/C(CC(=O)C(F)(F)F)=N\NC(=O)/C(C#N)=C/N(C)C
→ -4	1	-2	1	-5	1	4	-2	0.2	0
- Cc1noc(C)c1S(=O)(=O)Nc1ccc2c(c1)CC(=O)N([C@H](C)CO)C[C@H](C)[C@H](CN(C)S(=O)(=O)c1ccc(F)cc1)O2
→ -9	6	1	-22	9	-10	-1	4	0.2	-4
- Cc1ccc(-n2c(SCC(=O)OC(C)C)nnc2-c2ccco2)cc1
→ -15	-1	-3	-5	-1	-5	0	8	0.1	2
- COCCn1c(SCC(=O)Nc2cccc(S(N)(=O)=O)c2)nc2ccccc21
→ -1	2	0	-6	-11	1	2	-5	-0.2	2
- CCO[C@H]1OC(C(=O)N2CCOCC2)=C[C@@H](c2cn(C(C)=O)c3ccccc23)[C@@H]1CCCO
→ -4	0	1	-7	12	6	3	1	0.4	4
- CCOC(=O)[C@]12CCCCC/C=C\1N(CCc1ccc(Cl)cc1)C(=O)[C@H]2CC(=O)NCC12CC3CC(CC(C3)C1)C2
→ ·	-1	-1	10	·	7	2	7	0.2	0
- COC(=O)c1cccc(Cn2c(Cl)c(/C=N/Nc3ccccc3C)sc2=O)c1
→ -7	-7	-5	-14	-6	-2	-14	-1	-0.7	1
- COCCN(CCOC)C(=O)c1cc2c(=O)n3ccccc3nc2s1
→ 10	-237	6	3	5	0	-341	0	8.7	-6
- COc1cccc(C(=O)CSc2nnc(-c3cc(OC)c(OC)c(OC)c3)o2)c1
→ -5	-3	4	-7	-6	2	1	-3	0.4	2
- COc1cccc(CNC(=O)C23CN(Cc4ccccc4)CC2C(c2ccc([N+](=O)[O-])cc2)=NO3)c1 (stereo unspecified)
→ -2	6	2	1	15	-5	6	-1	0.0	-2
- O=C1C(Cl)=C(N2CCCC2)C(=O)N1c1ccc(F)cc1
→ -1	-4	2	0	-4	-1	-6	4	-0.3	7
- C=CCn1c2ccccc2c2nnc(SCC(=O)NC(C(=O)OC)C(C)C)nc21 (stereo unspecified)
→ 12	3	1	1	-1	3	1	-14	0.1	0
- O=C(NCC(c1ccccc1Cl)N1CCCC1)C1CCN(C(=O)Nc2ccccc2)CC1 (stereo unspecified)
→ 3	-3	-1	2	-3	5	-4	-2	0.2	-1
- Cc1ccc(C(=O)N/N=C\c2cccn2C)cn1
→ 6	-5	0	5	-6	0	-5	-1	0.0	1
- O=C(Nc1ncccc1Cl)C1COc2ccccc2O1 (stereo unspecified)
→ 10	4	2	4	-1	-6	1	2	-0.9	-4
- COc1cc(/C=C/C(=O)OCC(=O)NCCc2ccccc2)ccc1OC(F)F
→ 7	-13	-1	-9	-5	2	-19	3	-0.5	0
- COc1ccc(-n2nccc2-c2nn(-c3cccc(OC)c3)c(=O)n(C)c2=O)cc1
→ -9	0	0	0	-1	-3	1	6	0.1	1
- CCOC(=O)N1CCN(c2c(NCc3ccc(N(C)C)cc3)c(=O)c2=O)CC1
→ 9	-1	-3	3	-2	-6	3	-7	-0.3	0
- Cn1cc(CN2CCC(C(O)CCc3ccccc3)CC2)c(-c2ccccc2F)n1 (stereo unspecified)
→ 9	0	2	2	2	7	1	0	-0.4	-9
- Cc1cc(C)n(CCNC(=O)[C@H]2O[C@@H](n3ccc(=O)[nH]c3=O)[C@H](O)[C@@H]2O)n1
→ 0	0	4	13	7	-7	-3	-4	-0.1	0
- O=C(NCc1ccccc1)[C@H]1CCCN1C(=O)[C@H]1CCCN1C(=O)c1ccc(F)c(F)c1
→ 8	0	0	7	5	-5	2	12	0.4	0
- O=C(CN1CCN(c2ccccc2F)CC1)c1ccc2cc[nH]c2c1
→ -4	-140	-4	1	-1	-1	-162	1	-6.3	-2
- COc1ccc(NC(=O)C2CCCN2S(=O)(=O)c2ccc3c(c2)CCC(=O)N3)cc1 (stereo unspecified)
→ 5	0	2	1	1	3	2	-7	-0.3	1
- COc1cc(Cl)ccc1NC(=S)N(CCCN1CCOCC1)Cc1cn(C)c2ccccc12
→ -1	1	2	7	-9	3	-1	7	0.3	4
- CCN(CC(=O)Nc1ccc(NC(C)=O)cc1)C(=O)C1COc2ccccc2O1 (stereo unspecified)
→ 5	1	0	-2	-6	7	-6	-1	-0.2	-6
- CCOC(=O)N1CCC(N2Cc3cccc(C(=O)N4CC(C)CC(C)C4)c3C2=O)CC1 (stereo unspecified)
→ 4	4	0	-1	-6	-3	4	-2	-0.7	-5
- CCCCC(=O)N1CCCC(c2nc3c(nnn3Cc3cc(C)ccc3C)c(=O)[nH]2)C1 (stereo unspecified)
→ 0	-6	-1	-22	-3	8	0	4	0.1	-3
- NCc1cccc(CNc2ccc([N+](=O)[O-])cc2C(N)=O)c1
→ 10	-1	-4	4	6	2	3	-4	0.8	-2
- Cc1noc(NS(=O)(=O)c2ccc(N/C=C/C(=O)c3ccc4c(c3)OCO4)cc2)c1C
→ -6	-8	-2	-21	11	0	-14	2	-0.2	-1
- COCCn1c(SCC(=O)NC(=O)NC2CCCCC2)nc2ccccc2c1=O
→ -2	-1	-1	0	1	5	-4	0	-0.1	-2
- CCOC(=O)NC(=O)/C(C#N)=C\Nc1ccc(Cl)cc1Cl
→ -4	-3	-4	2	1	-2	2	-3	0.1	6
- N=C(N)SCP(=O)(c1ccccc1)c1ccccc1
→ 8	3	-4	-4	8	-4	-5	-2	-0.8	0
- COc1cc2ccccc2cc1C(=O)NC(=S)Nc1cccc(C(=O)O)c1C
→ 7	-7	0	0	3	1	-27	7	1.4	0
- O=C(O)c1cccc(NC2=C(Cl)C(=O)c3ccccc3C2=O)c1
→ -4	-2	-3	6	12	-9	-3	-1	-0.3	-1
- O=[N+]([O-])c1ccccc1C=NN1CCCCCC1
→ -3	-6	-6	1	-3	1	-8	4	0.7	-2
- COc1cc2[nH]c(=O)n(Cc3ccc(C(=O)NCC4CCCO4)cc3)c(=O)c2cc1OC (stereo unspecified)
→ -5	8	2	7	-6	0	5	-4	0.0	-3
- COc1cc(C2c3cc4c(cc3C(OC3OC5COC(c6cccs6)OC5C(O)C3O)C3COC(=O)C23)OCO4)cc(OC)c1O (stereo unspecified)
→ -2	1	-1	-22	-1	-2	4	0	0.5	13
- O=C(NC(=S)Nc1ccccc1[N+](=O)[O-])c1ccco1
→ 12	1	-4	9	0	2	-1	10	0.2	-2
- Cc1ccc(-n2c(SCC(=O)Nc3cccc(S(=O)(=O)NC4=NCCCCC4)c3)nc3ccccc3c2=O)cc1C
→ 7	2	0	-11	-4	-2	4	-14	1.0	-3
- O=C(Nc1ccc(Cl)cc1)Nc1ccccc1NS(=O)(=O)c1cccs1
→ -3	9	0	-25	4	-6	6	-1	-0.4	6
- CCCCn1c(N)c(N(CCC(C)C)C(=O)CC2CCCCC2)c(=O)[nH]c1=O
→ -7	0	1	-4	2	-3	1	-4	0.4	1
- CCc1sc(C(=O)NNC(=O)CNC(=O)c2ccccc2F)cc1C
→ -4	0	0	-4	15	-1	-4	-2	0.4	-1
- N#C/C(=C/c1ccc(N2CCOCC2)c([N+](=O)[O-])c1)C(N)=O
→ 8	3	-2	4	-10	-7	5	-2	-0.5	-6
- N#CCOc1coc(CN2CCN(c3cccc(Cl)c3)CC2)cc1=O
→ 3	-1	-1	5	1	-6	-9	1	-0.3	2
- CC(C)CSc1nnc(N)s1
→ -13	6	-1	4	5	9	4	-1	-0.4	·
- COc1ccc(CCNc2nncc(=O)[nH]2)cc1OC
→ -4	4	2	0	-10	2	10	-11	-0.7	-1
- Cc1cccc(OCCCC(=O)NNC(=O)CCN2CCN(c3ccccc3)CC2)c1
→ 7	-1	1	13	11	-9	-3	5	0.6	-2
- O=S(=O)(O)c1ccc(N=NNc2ccc(Br)cc2)cc1
→ -2	9.8*	1	-5	1	-6	-8	4	-1.0	-6
- Nc1[nH]nc2nc3ccccc3cc12
→ 4	-2	-6	-5	12	2	2	-8	0.3	5
- CN(c1ccc(C(=O)NCCSCc2ccccc2)cc1)S(=O)(=O)c1ccccc1
→ -7	-6	2	-23	6	2	-1	1	0.5	3
- CCOCCn1c(CN(Cc2ccccc2)Cc2ccccc2)nc2c1c(=O)n(C)c(=O)n2C
→ -1	2	0	-1	11	-7	0	3	0.1	14
